rCAG RNA binder – r(CAG) repeat RNA binding | inhibition, % at 3 µM | TO-PRO-1 dye displacement fluorescence | actives 1.3% (n = 370,000);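 active = inhibition above the plate cutoff, the mean of all test compounds on that plate plus 3 SD, cut at about 35% in these data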;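 note: 0% = DMSO alone and 100% = 100 µM mitoxantrone as full dye displacement; higher means more dye released from RNA so lower well fluorescence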
MBD2 DNA inh – blocks human MBD2 binding to methylated DNA | TR-FRET, MBD2 binding to methylated oligonucleotide | inhibition, % at 4.4 µM | actives 0.31% (n = 370,000) | AID 686964; in the data active = inhibition above about 13%
PRMT1 inh – blocks human protein arginine methyltransferase 1. Q99873. recombinant PRMT1, activity-based probe fluorescence polarization. inhibition, % at 2.79 µM. actives 1.3% (n = 370,000);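 active = inhibition above about 21% made by adding two undisclosed values, limit read from the data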
mABHD4 FP – inhibitors of mouse ABHD4; AID 720543; actives 0.54% (n = 370,000); inhibition, % at 8.92 µM; purified mABHD4, FP-Rh probe fluorescence polarization; Q8VD66;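 active = inhibition exceeding the mean over every tested compound plus 3 SD, cut at about 30% in these data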;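 note: 0% = plate median of compound wells and 100% = S159A mutant with DMSO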
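Assay system: mABHD4 protein; medium: HEPES pH 7.0, NaCl, Pluronic buffer; dosing: 8.92 µM, single dose; schedule: 45 min + 60 min at 25 °C; signal: FP readout, ex 525 nm / em 598 nm; read-out: normalized percent inhibition of probe labeling; repeats: single replicate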
NPR1 activator – GC-A (human) enzyme activation. P16066. HEK293 GC-A cells, cGMP TR-FRET, EC30 ANP; 0% at EC30 ANP, 100% saturating ANP. activation, % at 10 µM. actives 0.14% (n = 370,000). AID 1671463; in the data active = activation above about 40%
HTRA1 inhibitor – inhibitors of human serine peptidase HTRA1 | Q92743 | recombinant HTRA1, FP-rhodamine activity-based probe, fluorescence polarization | inhibition, % at 5.96 µM | actives 0.5% (n = 340,000) | AID 504803; in the data active = inhibition above about 36%;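 note: 0% = enzyme with DMSO and 100% = wells lacking enzyme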
TCR-CD3 inh – blocks the human TCR-CD3 interaction | TAMRA-labeled TCR probe fluorescence, biochemical | inhibition, % at 9.4 µM | actives 0.37% (n = 360,000) | AID 651800; in the data active = inhibition above about 19%;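 note: recombinant mutant TCR 2C K166C tagged with TAMRA read by polarization; 0% = receptor in buffer alone and 100% = receptor with positive control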
UHRF1 MBD2 ctr – UHRF1 methyl-DNA binding inhibition; actives 0.75% (n = 370,000); Q96T88; UHRF1 binding to methylated oligo, TR-FRET; inhibition, % at 4.4 µM; AID 687016; in the data active = inhibition above about 21%;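 note: UHRF1 SRA domain binding a hemimethylated CpG hairpin DNA probe; 0% = median of test compound wells and 100% = reference inhibitor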
SIAE primary – blocks human sialic acid acetylesterase; Q9HAT2; SIAE FP-Rh probe binding, fluorescence polarization; inhibition, % at 9.66 µM; actives 0.69% (n = 370,000); AID 1053197;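 active = inhibition above a cutoff: mean of compounds within the control limits plus 3 SD of those, cut at about 17% in these data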;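 note: 0% = plate median of compound wells and 100% = probe without SIAE protein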
GC-B act – GC-B (human) receptor activation. P20594. HEK293-GC-B cells, CNP EC30, cGMP TR-FRET; 0% at EC30 CNP, 100% saturating CNP. activation, % at 10 µM. actives 0.11% (n = 370,000). AID 1920062;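 active = activation at 10 µM reaching about 35% in either raw or pattern-adjusted values, limit read from the data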
Target sequence (P20594 whole entry, looked up): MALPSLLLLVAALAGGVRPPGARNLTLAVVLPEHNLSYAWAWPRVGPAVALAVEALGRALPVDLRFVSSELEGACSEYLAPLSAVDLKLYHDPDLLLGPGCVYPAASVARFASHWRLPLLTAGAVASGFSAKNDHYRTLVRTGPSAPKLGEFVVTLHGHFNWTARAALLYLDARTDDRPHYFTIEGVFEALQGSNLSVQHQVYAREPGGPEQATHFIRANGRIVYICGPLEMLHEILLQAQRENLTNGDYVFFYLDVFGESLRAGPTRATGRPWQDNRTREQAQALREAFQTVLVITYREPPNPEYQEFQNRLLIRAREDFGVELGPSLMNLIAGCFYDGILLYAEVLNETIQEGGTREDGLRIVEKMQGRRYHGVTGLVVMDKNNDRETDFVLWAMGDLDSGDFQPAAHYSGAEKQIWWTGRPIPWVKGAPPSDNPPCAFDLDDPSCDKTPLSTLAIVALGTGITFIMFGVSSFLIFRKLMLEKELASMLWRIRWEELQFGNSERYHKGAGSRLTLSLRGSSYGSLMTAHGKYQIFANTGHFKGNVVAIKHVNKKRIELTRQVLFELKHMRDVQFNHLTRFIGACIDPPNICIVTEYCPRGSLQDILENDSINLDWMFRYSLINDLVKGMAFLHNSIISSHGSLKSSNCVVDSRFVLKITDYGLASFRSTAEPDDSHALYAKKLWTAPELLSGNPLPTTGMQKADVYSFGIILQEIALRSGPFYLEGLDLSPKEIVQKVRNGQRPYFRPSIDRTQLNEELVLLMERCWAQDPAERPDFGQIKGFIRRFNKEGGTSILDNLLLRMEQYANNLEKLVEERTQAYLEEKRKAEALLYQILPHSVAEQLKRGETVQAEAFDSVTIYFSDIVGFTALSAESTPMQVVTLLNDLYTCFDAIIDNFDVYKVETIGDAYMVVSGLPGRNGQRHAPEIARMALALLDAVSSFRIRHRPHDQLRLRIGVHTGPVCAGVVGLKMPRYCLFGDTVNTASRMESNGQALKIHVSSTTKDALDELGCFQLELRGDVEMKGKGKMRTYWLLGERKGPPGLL
* hit, by the source's call; / = no result given. The list is partial; the hit share may differ from the screen's.

SMILES | rCAG RNA binder | MBD2 DNA inh | PRMT1 inh | mABHD4 FP | NPR1 activator | HTRA1 inhibitor | TCR-CD3 inh | UHRF1 MBD2 ctr | SIAE primary | GC-B act
CCOc1ccc(Nc2nc(-c3cccnc3)cs2)cc1 | 5 | -4 | 1 | 6 | 0 | 10 | -6 | 5 | 0 | -2
CSc1c2c([nH]c(=O)c1C#N)-c1ccccc1CC2 | 4 | 0 | -3 | 1 | 7 | / | 7 | 1 | 6 | -4
COc1cccc(C(=O)NC2(C(F)(F)F)N=C3SCCN3C2=O)c1 (centres undefined) | 24 | -1 | 9 | 6 | 2 | 5 | -2 | -1 | -5 | 4
CC(=O)N1CCN(c2ccccc2NC(=O)c2ccco2)CC1 | -3 | -1 | -1 | -3 | 1 | 1 | 3 | -1 | 1 | 3
O=C1CCC(C(=O)N2CCSCC2)CN1CCc1ccccc1 (centres undefined) | -4 | -2 | -1 | 4 | 3 | 4 | 1 | 0 | 8 | -2
O=C(NN=C1c2ccccc2-c2ccccc21)c1cccc(Br)c1 | 1 | -2 | 1 | 0 | -1 | 4 | 13 | 1 | -7 | 0
CN1CCN(CC#CCC(O)(c2ccccc2)C2CCCC2)CC1 (centres undefined) | -2 | -3 | -2 | 4 | -1 | 8 | 5 | 4 | -1 | -6
COc1ccccc1N1C(=O)CC(Sc2ncccc2C(=O)O)C1=O (centres undefined) | 1 | 5 | 1 | 6 | -2 | 7 | -2 | 0 | 1 | 1
CN(CCC1CCOCC1)C(=O)CC1C(=O)NCCN1Cc1cccc(F)c1 (centres undefined) | -4 | -2 | -2 | 1 | 5 | 3 | 5 | -3 | 10 | 4
O=C(c1cc(Cl)ccc1F)N1CCCC(Nc2ccc3c(c2)OCCO3)C1 (centres undefined) | -2 | -5 | 1 | 2 | 1 | 0 | 2 | 1 | 17* | 0
CCCn1c(N)c(N(CCOC)C(=O)CSCC(=O)Nc2cccc(C)c2)c(=O)[nH]c1=O | -5 | 3 | 0 | 2 | 4 | 1 | 7 | -2 | 6 | 3
CCn1c(=O)c2cc(C(=O)Nc3ccccc3OC)sc2c2ccccc21 | 7 | -6 | 6 | -8 | 5 | -9 | -6 | 1 | -7 | 2
COc1ccccc1C(=O)NC(=O)COC(=O)c1oc2ccccc2c1C | -1 | 0 | 1 | 2 | -2 | -2 | -4 | -2 | 5 | -1
CCOC(=O)c1cnc(C(C)(C)C)[nH]c1=O | 2 | -3 | 1 | 3 | 5 | 6 | 2 | -2 | 4 | 2
O=C(CC[C@H]1O[C@@H](n2cnc3c(NC(=O)c4ccccc4)ncnc32)[C@H](O)[C@@H]1O)NCc1nc2ccccc2[nH]1 | 2 | -7 | 0 | 4 | 3 | / | 0 | 0 | 0 | -6
COc1cc(-c2c(-c3cccc(C)c3)oc3ccccc23)cc(OC)c1OC | 3 | -3 | 1 | -5 | -1 | -1 | 5 | 3 | 1 | 5
CCN1CCC2(CC1)C(C#N)=C(N)Oc1c2sc2nc(C)cc(C)c12 | -8 | 0 | 10 | 10 | -7 | -2 | -1 | -2 | -8 | -7
Cn1cccc1/C=N/N1CCN(c2ccccn2)CC1 | -1 | 2 | -4 | 6 | -3 | 11 | 3 | -8 | 9 | -7
Cc1cc(/C=C2\NC(=S)N(C)C2=O)ccc1N1CCCC1 | -2 | -4 | -16 | -37 | 1 | -25 | 0 | 0 | -34 | -5
COc1ccc(C/C(N)=N/OC(=O)C(c2ccccc2)c2ccccc2)cc1OC | -5 | 4 | -2 | -6 | -2 | -15 | -6 | -3 | -3 | -2
CC1(C(=O)NS(=O)(=O)c2cccc(OC(F)F)c2)CCN1C(=O)c1ccccc1 (centres undefined) | 3 | -6 | -2 | 1 | 4 | / | -1 | 0 | -1 | -3
C=CCN(c1ccccc1)S(=O)(=O)c1cccc(C(=O)N2CCCC2)c1 | -6 | -3 | 0 | 6 | -3 | 3 | 2 | 0 | -2 | -1
Cc1c(Cl)cccc1NC(=O)COC(=O)Cc1ccsc1 | 1 | 2 | -3 | 5 | 0 | -5 | 3 | -2 | 0 | 3
CC(C)C[C@H]1CNC(=S)N1CC1CCCN1C[C@H](Cc1ccccc1)N1C[C@H](Cc2ccccc2)N(CC2CCCCC2)C1=S (some centres undefined) | 10 | 4 | 2 | -4 | 3 | / | 0 | 1 | 1 | 5

Only SIAE primary, for some of the entries so far:
mol	SIAE primary
COc1ccccc1N1C(=O)CC(Sc2ncccc2C(=O)O)C1=O (centres undefined)	1
CN(CCC1CCOCC1)C(=O)CC1C(=O)NCCN1Cc1cccc(F)c1 (centres undefined)	10
O=C(c1cc(Cl)ccc1F)N1CCCC(Nc2ccc3c(c2)OCCO3)C1 (centres undefined)	17*
CCCn1c(N)c(N(CCOC)C(=O)CSCC(=O)Nc2cccc(C)c2)c(=O)[nH]c1=O	6

Additional records follow:
SMILES | rCAG RNA binder | MBD2 DNA inh | PRMT1 inh | mABHD4 FP | NPR1 activator | HTRA1 inhibitor | TCR-CD3 inh | UHRF1 MBD2 ctr | SIAE primary | GC-B act
CC(C)N(C(=O)CSc1nc2c([nH]1)c(=O)n(C)c(=O)n2C)c1ccccc1 | 1 | -1 | 4 | -2 | 2 | 4 | -7 | 0 | 1 | 5
CCOC(=O)c1c(S(=O)(=O)NCC(=O)NCc2cccc(C)c2)c(C)n(C)c1C | -6 | 0 | 2 | -5 | -2 | 6 | -5 | 2 | -4 | -4
CCN1/C(=C/c2ccc3cc(C)ccc3[n+]2C)Sc2ccc3sccc3c21 | 11 | 5 | -1 | -117 | -16 | 0 | -5 | 41* | -66 | -5
COc1ccc(OC)c(S(=O)(=O)N2CCN(C(=O)c3cc(C4CC4)nn3-c3ccccc3)CC2)c1 | -1 | -2 | 1 | 1 | -6 | -5 | 0 | 2 | -5 | -4
O=C(NNc1cccc(Cl)n1)c1cccnc1Cl | -1 | 6 | 0 | -6 | 0 | 9 | -10 | 2 | 10 | 3
COc1cc(C(=O)Nc2ccc(S(=O)(=O)N3CCCCC3)cc2)ccc1OCC(=O)N1CCOCC1 | 7 | 7 | 7 | -18 | -3 | -1 | 2 | 4 | -3 | 1
Cn1c[n+](C)cc1/C=N/O | -4 | -3 | 1 | -7 | 5 | 4 | 7 | 0 | 0 | 3
O=C(NC1CCCC1)C1c2ccccc2OCC(=O)N1Cc1ccccc1 (centres undefined) | 0 | 0 | 2 | 9 | -23 | / | -5 | 12 | -3 | -20
Clc1ccc(-c2nc3c4ccccc4ccn3c2Cc2cccc(Cl)c2)cc1 | 8 | 6 | -1 | -5 | -1 | / | 4 | 16 | -2 | -6
Cc1ccc(CNC(=O)CSc2ccc(-c3ccccn3)nn2)cc1 | -6 | 3 | 0 | -1 | -3 | 3 | 0 | 3 | 1 | 0
O=C(NCCNC(=O)C1CC2CCC1C2)C1CC2CCC1C2 (centres undefined) | -3 | 2 | -1 | 5 | 5 | 15 | -5 | 0 | 1 | -2
CN(CCOc1ccccc1)CC(=O)Nc1ccc([N+](=O)[O-])cc1Cl | -1 | 1 | -2 | -2 | 1 | -14 | 2 | 0 | 4 | 1
CC1CC(CC(=O)Nc2nc(-c3ccccc3)cs2)C(=O)O1 (centres undefined) | -3 | 0 | 1 | -8 | 32 | 16 | -6 | 6 | -6 | 6
CCc1ccc(C2=NNC(=Nc3cccc(S(=O)(=O)N(C)C)c3)SC2)cc1 | 21 | 5 | 6 | -5 | -1 | -12 | -3 | 0 | -20 | 3
COc1ccc(N2CC(C(=O)NCc3cccnc3)CC2=O)cc1 (centres undefined) | 0 | 2 | 0 | -8 | 0 | 1 | -3 | 2 | 3 | -4
COCCN1CCN(C(=O)c2ccc3oc(CCCc4ccccc4)nc3c2)CC1 | -7 | 1 | -1 | -4 | 1 | 5 | 7 | 0 | -6 | 3
Cc1ccn2c(CNC(C)c3cn(C)nc3C)c(C(=O)N3CCCCCC3)nc2c1 (centres undefined) | -10 | 4 | -1 | -2 | 3 | 0 | 0 | 1 | -4 | -2
O=C(N/N=C/c1ccc2c(c1)OCO2)c1ccccn1 | -1 | -5 | 1 | 9 | -1 | 5 | 10 | -4 | 9 | 3
Cc1ccc(CN(CC(=O)NCCc2ccccc2)C(=O)c2csnn2)cc1 | -2 | 3 | 1 | 6 | -5 | 0 | 1 | -1 | -2 | -1
COc1ccc(/C=C2\Sc3ccc(C(=O)NCC4CCCO4)cc3N(C)C2=O)cc1 (centres undefined) | 2 | -6 | 21 | 0 | 2 | -10 | 0 | -1 | 1 | 1
O=C(O)Cn1nnn(-c2ccccc2)c1=S | 0 | 2 | 0 | -2 | 4 | -2 | -3 | 0 | 2 | 9
COc1cc(OC)cc(C(=O)N[C@H](C(=O)Nc2c(C)n(C)n(-c3ccccc3)c2=O)C(C)C)c1 | -2 | 3 | 4 | 2 | 4 | 0 | 0 | 10 | 3 | -1
Cc1cc(C(=O)O)cc(Br)c1N | 4 | -3 | 0 | -6 | 1 | -1 | -8 | 0 | -6 | 3
O=C(c1ccc(NS(=O)(=O)c2ccc(F)cc2)cc1)N1CCC1 | 3 | 0 | -1 | 7 | -1 | 0 | -2 | 0 | -5 | 1
COc1ccc(C(=O)NCc2nnc(SCC(=O)N3CCOCC3)o2)cc1OC | 0 | 4 | 3 | -5 | 2 | 1 | -9 | 3 | -4 | 5
COc1ccc(-c2nnc(CSc3nc4ccccc4c(=O)n3CC3CCCO3)o2)cc1OC (centres undefined) | -2 | -3 | 1 | 5 | 3 | 2 | 10 | 1 | 3 | 3
COc1ccc(CCNC(=O)CCc2cc(OC)c(OC)c(OC)c2)cc1OC | -7 | 3 | -2 | -1 | 5 | 7 | 1 | -3 | -6 | -1
O=C(OC1CCN(c2ncc(C(F)(F)F)cc2Cl)CC1)c1cccc(C(F)(F)F)c1 | -2 | -6 | -3 | 1 | -2 | 4 | 1 | -1 | 2 | 3
Cn1c(=O)c2[nH]c(CCCc3nc4ccccc4[nH]3)nc2n(C)c1=O | 0 | 0 | 3 | 2 | -1 | 2 | -5 | -1 | 4 | -9
O=C1c2ccccc2C(=O)N1Cc1cc(Cl)c(O)c([N+](=O)[O-])c1 | 1 | 0 | -4 | -4 | -1 | 5 | -1 | -1 | 8 | -5
COc1ccc(-c2sc3ccccc3c2/C=C/c2ccc(N)cc2)cc1 | 7 | -1 | -2 | 2 | -5 | 30 | -12 | -1 | 7 | -20
O=C(Nc1nnc(-c2ccc(Cl)cc2)o1)NC1CCCCC1 | 0 | 0 | -3 | 0 | 6 | 1 | 2 | -1 | 0 | 4
CCc1nnc(NC(=O)CSc2nc3cc4c(cc3cc2CC)OCCO4)s1 | 0 | -7 | 0 | -2 | 6 | -2 | -1 | -3 | 2 | -4
O=C(O)c1ccc(OS(=O)(=O)c2cccc(C(F)(F)F)c2)cc1 | 4 | -4 | 2 | -4 | -3 | -5 | -10 | 3 | 0 | -1
Cc1ccccc1NC(=O)C(=O)NCCc1ccccc1 | 1 | -1 | 1 | -2 | 0 | -1 | 6 | 2 | 1 | 2
Cc1cc(C)c2ccc(C)[n+]([O-])c2c1O | -3 | 2 | 6 | 6 | 1 | 1 | 4 | -3 | 2 | 2
CC(C)c1ccc(C(=O)NC(=S)NCc2cccnc2)cc1 | -8 | -1 | -2 | -2 | 1 | -3 | 9 | 0 | -1 | 5

Compound activity deposited in PubChem BioAssay by several laboratories.
